EPAC2 antag = qHTS for Antagonist of cAMP-regulated guanine nucleotide exchange factor 2 (EPAC2): primary screen; Rap guanine nucleotide exchange factor 4 (Homo sapiens), Q8WZA2; EPAC2 GEF exchange of Rap1B-BODIPY-GDP, fluorescence; Potency, µM (top dose mostly 114 µM), for the others: top-dose activity, negative = inhibition, most hits filed as inhibitors; 0.18% of 360,000 active; further: potency means the concentration at half of the fitted maximal effect; on the % scale 0 is the no-effect control and ±100 the full control effect; nearly all actives have a fitted effect of over 45% in size; many of its hits are not listed in these tables
aSyn rescue = qHTS of alpha-syn Inhibitors; Yeast expressing alpha-synuclein, growth rescue, BacTiter-Glo, 24 h; Potency, µM (doses to about 46.1 µM), for inactives: at the top dose growth rescue (activation), actives largely listed as activators; 0.14% of 370,000 active; further: potency means the concentration at half of the fitted maximal effect; % of control where 0% means no effect; nearly all actives have a fitted effect of over 65% in size
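Rescue of yeast growth: cells expressing toxic alpha-synuclein, induced in galactose at OD600 0.02, incubated with compound 24 h at 30 C. ATP luminescence quantified growth; inhibitors of toxicity appear as activators.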
D3 antag = qHTS of D3 Dopamine Receptor Antagonist: qHTS; D(3) dopamine receptor (Homo sapiens), P35462; D3R cells, DiscoveRx beta-arrestin luminescence, antagonist mode; hits give low values; max response, negative = inhibition, %; 2.5% of 360,000 active; in the data active means max response below about -50%; inconclusive means no clear call, values can overlap the other calls; further: on the % scale 0 is the no-effect control and ±100 the full control effect; mostly tested at two doses, the higher about 12 µM
Target sequence (P35462 whole entry, looked up): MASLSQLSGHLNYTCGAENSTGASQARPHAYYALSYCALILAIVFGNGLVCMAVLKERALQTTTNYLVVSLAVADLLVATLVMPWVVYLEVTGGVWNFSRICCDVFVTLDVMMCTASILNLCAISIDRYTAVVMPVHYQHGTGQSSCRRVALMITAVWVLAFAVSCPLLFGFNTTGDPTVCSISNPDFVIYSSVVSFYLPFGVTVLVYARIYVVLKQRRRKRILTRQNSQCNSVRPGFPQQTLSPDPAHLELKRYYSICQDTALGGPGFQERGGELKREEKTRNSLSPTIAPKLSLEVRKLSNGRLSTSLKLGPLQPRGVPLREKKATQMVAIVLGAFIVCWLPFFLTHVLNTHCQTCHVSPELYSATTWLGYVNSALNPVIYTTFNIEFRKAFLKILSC
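Cells plated overnight at 1500 cells/well, then exposed to library compounds with dopamine controls for 90 minutes at 37 degrees C. DiscoveRx reagent added for 30–60 minutes at room temperature; luminescence read, quantitative HTS format.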
Abeta rescue = qHTS for compounds that reverse cellular toxicity of Amyloid beta (A-beta) peptide in yeast: Primary Screen; AID 1347071, 2019; yeast expressing A-beta42, growth rescue, OD600, 48 h; response scale: 0% DMSO, 100% iron-clioquinol control; Potency, µM (series often up to 46.1 µM), for the others: at the top dose growth rescue, most hits filed as activators; 0.063% of 410,000 active; further: potency means the concentration at half of the fitted maximal effect; nearly all actives have a fitted effect of over 55% in size
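Yeast A-beta toxicity model in growth medium with pinned compounds, 48 h at 30 C; growth read as absorbance at 600 nm. Normalized to FeCl3/clioquinol equimolar mix (positive) and DMSO (negative).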
EPAC2 ag = qHTS for Agonist of cAMP-regulated guanine nucleotide exchange factor 4 (EPAC2): primary screen | Rap guanine nucleotide exchange factor 4 (Homo sapiens), Q8WZA2 | EPAC2 activation, biochemical qHTS; response scale: 100% = 6.5 mM cAMP response | Potency, µM (doses to about 154 µM), for inactives: top-dose activation, most hits filed as activators | 0.079% of 360,000 active | AID 720711, 2013; further: potency means the concentration at half of the fitted maximal effect; nearly all actives have a fitted effect of over 50% in size
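Readout is BODIPY fluorescence (480 nm excitation, 540 nm emission), which falls as labeled GDP is exchanged off Rap1B. EPAC2 at 100 nM acted on 250 nM RAP1B-BODIPY-GDP with 50 uM GDP present.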
FUS suppressor = qHTS for Suppressors of FUS Proteinopathy: Primary screen using FUS-linked yeast assay | AID 1347120, 2019 | Potency, µM (doses to about 76.6 µM), for the others: at the highest dose growth rescue (activation), actives largely listed as activators | S. cerevisiae FUS-expressing, growth rescue, OD600, 24 h | 0.24% of 390,000 active;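 further: potency means the concentration at half of the fitted maximal effect; plate controls were DMSO vehicle for no effect and reference control for full effect; nearly all actives have a fitted effect of over 55% in size; some results filed as inactive show a strong effect at the top dose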
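Read-out: OD at 600 nm after 24hr at 30C, reporting rescue of FUS-induced yeast toxicity. Cells at OD 0.005 in galactose (2%) minimal medium; compounds tested in a dilution series; CP55940 titration from 92uM final as control.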
DRD3 agonist = qHTS of D3 Dopamine Receptor Agonist: qHTS; D3R DiscoveRx beta-arrestin cells, luminescence, 90 min; max activation, %; 0.58% of 410,000 active; AID 652048, 2013; in the data active means max activation above about 30%; further: 0% is about no effect; mostly tested at two doses, the higher about 12 µM
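Agonist-mode cell screen: cells plated at 1500/well and incubated overnight at 37 °C, then exposed to library compounds for 90 min at 37 °C. Detection reagent was added for 30–60 min at room temperature, and luminescence was read.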
TDP43 rescue = qHTS of TDP-43 Inhibitors; TDP-43 expressing yeast growth rescue, BacTiter-Glo, 24 h; Potency, µM (top dose mostly 46.1 µM), for inactives: at the highest dose growth rescue (activation), usual class: activators; 1.8% of 410,000 active; AID 652104, 2013; further: potency means the concentration at half of the fitted maximal effect; % of control where 0% means no effect; nearly all actives have a fitted effect of over 50% in size
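Luminescence from BacTiter-Glo reports growth of TDP-43-expressing yeast after 24 hr at 30 deg C with compound. Cells were raffinose-pregrown to mid-log, then seeded in galactose medium at OD600=0.02.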
* = called active by the depositor; ? = inconclusive; / = no result given; [ ] = dose if it differs, or a comment. Unless noted, the call rests on the fitted dose curve; in most records, active means well fitted curve in the direction sought with a large enough effect; inconclusive means small, poorly fitted or top-dose-only effect, or another doubt; inactive means no such curve, though single readings can be large; an effect the other way counts as inactive or inconclusive. Only part of the results is shown; count on the stated rates, not on these rows.

SMILES | EPAC2 antag | aSyn rescue | D3 antag | Abeta rescue | EPAC2 ag | FUS suppressor | DRD3 agonist | TDP43 rescue
COc1ccc(/C=N/NC(=O)c2ccncc2)cc1CN1CCN(c2ccc(F)cc2)CC1 | -1% | -2% | -55* | 3% | -4% | 4% | -14 | 5%
CC(C)(C)[C@H]1COC(=O)[C@@H](Cc2ccc(F)cc2)C/C=C\C[C@@H](CC(=O)N[C@H](CO)Cc2ccccc2)C(=O)N1 | 5% | 1% | -26 | -7% | -9% | 5% | -7 | -12%
CCOC(=O)C1CCN(C(=O)c2ccc(Oc3cc(Cl)cc(Cl)c3)o2)CC1 | -6% | ? | 8 | -27% | 16% | 26% | 5 | ?
Cc1cccc(OCC(=O)N(Cc2ccc(N(C)C)cc2)Cc2ccco2)c1C | / | / | / | -10% | / | 31% | -1 | -5%
COc1cc(Cl)c(S(=O)(=O)NCc2cccnc2)cc1Cl | 7% | -4% | -15 | 0% | 5% | -11% | 0 | -20%
CN(CP(=O)(O)CN(C)S(C)(=O)=O)S(C)(=O)=O | -6% | -3% | 22 | -9% | 9% | 20% | 1 | -5%
Cc1cccc(NC(=O)CCCNC(=O)c2ccc(Cl)cc2)n1 | 20% | -3% | -17 | -12% | 13% | 7% | 0 | -4%
C=CCN=C1NN=C(c2cc(C)n(CCOC)c2C)CS1 | 14% | -2% | 0 | -18% | 11% | / | -13 | 2%
CC(C)c1ccc(NC(=O)c2ccc3snnc3c2)cc1 | 0% | -5% | -22 | -5% | 1% | 23% | 1 | 18%
CC(C)(O)c1cc(=O)sc2nc3ccccc3n12 | 9% | -2% | 20 | 12% | 9% | -7% | 7 | 29%
CC(C)(C)N=C1NN=C(c2ccc(S(=O)(=O)N3CCCCC3)cc2)CS1 | 0% | -1% | -6 | 20% | 1% | ? | -15 | -3%
CC(=O)Nc1cccc(NC(=O)Cn2cnc3c2c(=O)n(C)c(=O)n3C)c1 | / | / | / | -4% | / | -5% | -12 | 1%
CCOC(=O)C1CCCN(C(=O)C(=O)Nc2ccc3nc4n(c(=O)c3c2)CCCCC4)C1 (stereo unspecified) | 13% | -4% | ? | -3% | 4% | 3% | -9 | -9%
COc1cc(C)ccc1OCCOCCOc1ccc(C)cc1[N+](=O)[O-] | -11% | 6% | 0 | 0% | 6% | 16% | 1 | 7%
O=C1c2ccccc2C(c2nnnn2Cc2ccccc2)N1Cc1ccc2c(c1)OCO2 (stereo unspecified) | -4% | ? | 13 | 3% | 16% | 20% | 3 | 25%
COc1ccc(CNC(=O)C[C@@H]2C=C[C@@H](NS(=O)(=O)c3cccc(OC)c3)[C@@H](CO)O2)cc1 | 5% | 2% | 8 | 0% | 2% | 8% | 1 | 21%
O=C(Nc1cccc(Cl)c1)c1csc([C@@H]2O[C@H](CO)[C@H](O)[C@H](O)[C@H]2O)n1 | 0% | -9% | -14 | -4% | 3% | -23% | -11 | 14%
NC(=O)c1ccccc1OC1CCC1 | 2% | 6% | 3 | 14% | 14% | -17% | 17 | -6%
CCCc1cc(=O)oc2cc(C)cc(OCC(=O)NC3CC3)c12 | -8% | -4% | -2 | 0% | 5% | 35% | -2 | -2%
Cc1cccnc1NC(=S)NC(=O)c1oc2ccccc2c1C | 3% | 0% | -11 | 26% | -7% | 12% | -9 | 0%
Cc1n[nH]c(C)c1N=Nc1cc(Cl)ccc1Cl | 2% | 14% | -4 | 17% | 3% | 21% | 1 | 29%
COc1ccc(CNC(=O)CCCn2ncn3c(cc4occc43)c2=O)cc1 | -2% | 1% | 13 | / | 1% | -3% | 1 | 15%
CC1(C)Cc2ccccc2-c2nnc(SCc3ccc(C#N)cc3)n21 | -2% | 18% | 35 | -18% | 2% | 16% | -2 | 13µM*
CCn1cc(C(=O)N2CCN(c3ccccc3OC)CC2)c(=O)c2cc(S(=O)(=O)N3CCC(C)CC3)ccc21 | / | / | / | -2% | / | 33% | 1 | 11%
CC(C)NC(=S)NN=C1CCCCCCCCCCC1 | -15% | -10% | -8 | 12% | -2% | 20% | -3 | 29%
CCOC(=O)COc1ccccc1/C=C1/NC(=O)NC1=O | 2% | -1% | 4 | 27% | 13% | / | 2 | 8%
COc1ccc(/C=N/NC(=O)CSCc2ccc([N+](=O)[O-])cc2)cc1OC | -4% | 3% | 0 | 3% | 3% | / | 8 | 7%
COC(=O)c1sc(N2C(=O)C(O)=C(C(=O)c3ccc(C)o3)C2c2ccco2)nc1C (stereo unspecified) | -1% | -23% | 1 | -11% | -6% | ? | 2 | 13%
O=C(OCc1ccco1)c1cccnc1 | 5% | -1% | 9 | 10% | 7% | 11% | 10 | 17%
O=S(=O)(c1ccccc1)C1(S(=O)(=O)c2ccccc2)CCCC1 | 8% | 3% | 4 | 17% | 1% | -4% | 1 | 21%
COC(=O)c1cccnc1-n1c(=O)c2cccnc2n(Cc2cccc([N+](=O)[O-])c2)c1=O | 8% | -2% | 19 | 2% | 14% | 3% | 6 | -8%
CC(C)Nc1nc(Oc2ccc(Cl)cc2Cl)cc(C(F)(F)F)n1 | -10% | / | ? | 21% | -1% | -23% | 1 | 19%
COc1ccc(NC(=O)Nc2sc3nc4n(c(=O)c3c2C)CCC(C)CC4)cc1OC (stereo unspecified) | / | / | / | -9% | / | 12% | -12 | 11%
COCCCNC(=O)c1ccc(-c2nc(CS(=O)(=O)c3ccc(C)cc3)c(C)o2)cc1 | / | / | / | -9% | / | 13% | -8 | 22%
O=C(O)CCCC(=O)NNC(=O)c1cccc(Br)c1 | 0% | -4% | -9 | -1% | 7% | -7% | -4 | -11%
CC(c1nnc(SCC(=O)Nc2cc([N+](=O)[O-])ccc2F)n1Cc1ccccc1)N(C)C (stereo unspecified) | 0% | 0% | 5 | -2% | -2% | 14% | -2 | 3%
CCCCNC(=O)c1cccc(-n2c(C)nc3cccnc32)c1 | / | / | / | -3% | / | 16% | 6 | 17%
Cc1cc(C)nc(SCc2csc(N)n2)n1 | 8% | 3% | -51* | 12% | 7% | -5% | 4 | ?
O=S(=O)(NCc1nc2ccccc2[nH]1)c1ccccc1 | -3% | -9% | -2 | -3% | 13% | -3% | 2 | 6%
COc1ccccc1C(=O)Nc1ccc(-c2nnn(CC(=O)NCc3ccco3)n2)cc1 | -2% | 9% | -4 | 7% | 2% | 12% | 4 | -3%
CCc1ccc(N(C(C)=O)c2nc(CCl)cs2)cc1 | -12% | 1% | 4 | 2% | 2% | 29% | -5 | -3%[9.22 µM]
COc1ccc(-c2nc(CSCC(=O)NCCc3ccccc3)c(C)o2)cc1 | / | / | / | 0% | / | 11% | -3 | ?
COCCCn1c(C(=O)NCCN2CCOCC2)cc2c(=O)n3ccccc3nc21 | -4% | 0% | 6 | 4% | -10% | / | 3 | 14%
Cc1nc2sc(C)c(C)c2c(=O)[nH]1 | -1% | -8% | -21 | 3% | 7% | -6% | 1 | 21%
O=C(Cc1ccc(S(=O)(=O)N2CCOCC2)s1)Nc1ccccc1N1CCOCC1 | 3% | 0% | -11 | 21% | 2% | 18% | -1 | 4%
CCN(CCCNC(=O)c1ccc2c(c1)NC(=O)CN2C)c1cccc(C)c1 | -28% | 4% | 9 | -2% | 0% | 5% | -3 | 0%
NCCCn1c(C(=O)c2cc(Cl)c(N)c(Cl)c2)c2ccc(C(F)(F)F)cc2[n+]1[O-] | 0% | -8% | -2 | -1% | 9% | -4% | -5 | 6%
Cc1cc(C(=O)N/N=C/c2ccco2)c2ccccc2n1 | 3% | 2% | 11 | 9% | 8% | 2% | -2 | 21%
O=C(NCc1ccco1)Nc1ccc(Br)cc1 | -5% | -7% | 0 | 0% | -4% | -16% | 1 | 13%
CCOC(=O)C1CCCN(S(=O)(=O)c2ccc(-n3cnnn3)c(C)c2)C1 (stereo unspecified) | 0% | 0% | -8 | -2% | -1% | 17% | -10 | -27%
CCc1nnc(NC(=O)CSc2ccc(-c3cccs3)nn2)s1 | -3% | 1% | -8 | -17% | 3% | -2% | -4 | -14%
CCOC(=O)c1ccc(NS(=O)(=O)c2ccc3c(c2)OCCO3)cc1 | / | / | / | -15% | / | 25% | -10 | ?
CCCOc1cccc(C2/C(=C(/O)c3ccc(OC)cc3)C(=O)C(=O)N2CCN(C)C)c1 (stereo unspecified) | 5% | 1% | -19 | -7% | 4% | 23% | -4 | -2%
O=C(COc1ccc([N+](=O)[O-])cc1)NCc1cccnc1 | 7% | 7% | 2 | 10% | 6% | / | 2 | 7%
COc1ccc(C(=O)CSc2nnc(CNC(=O)c3ccccc3)n2C)cc1 | 2% | 2% | 12 | -1% | 4% | / | 10 | 9%
c1ccc(NC2=Nc3ccccc3CS2)cc1 | 3% | -6% | -29 | 18% | 10% | 0% | 0 | 11%
CC1CCc2c(sc3nc(SCC(=O)NCc4ccco4)nc(N)c23)C1 (stereo unspecified) | -9% | 0% | 0 | 14% | -10% | -3% | -3 | 22%
COc1ccc(/C=N/Nc2nc(Nc3ccccc3)nc(N3CCCC3)n2)cc1[N+](=O)[O-] | -6% | 7% | 4 | -14% | -5% | 12% | -11 | -13%

Single records, from the list above.
CCCc1cc(=O)oc2cc(C)cc(OCC(=O)NC3CC3)c12 in the list: EPAC2 antag = -8%; aSyn rescue = -4%; D3 antag = -2; Abeta rescue = 0%; EPAC2 ag = 5%; FUS suppressor = 35%; DRD3 agonist = -2; TDP43 rescue = -2%
C=CCN=C1NN=C(c2cc(C)n(CCOC)c2C)CS1 in the list: EPAC2 antag = 14%; aSyn rescue = -2%; D3 antag = 0; Abeta rescue = -18%; EPAC2 ag = 11%; FUS suppressor = /; DRD3 agonist = -13; TDP43 rescue = 2%

Screens as filed in PubChem BioAssay.
